Screening results (PubChem BioAssay)
CXCR6 inh – blocks human CXCR6 beta-arrestin recruitment; inhibition, % at 20 µM; O00574; 0.36% of 360,000 active; CHO-K1 PathHunter CXCR6 beta-arrestin, luminescence; in the data active means inhibition above about 34%, passing the limit was not always enough;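 further: antagonist mode with CXCL16 agonist at 10 nM final; 0% = 10 nM CXCL16 with DMSO and 100% = unstimulated wells without agonist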
Target sequence (O00574 whole entry, looked up): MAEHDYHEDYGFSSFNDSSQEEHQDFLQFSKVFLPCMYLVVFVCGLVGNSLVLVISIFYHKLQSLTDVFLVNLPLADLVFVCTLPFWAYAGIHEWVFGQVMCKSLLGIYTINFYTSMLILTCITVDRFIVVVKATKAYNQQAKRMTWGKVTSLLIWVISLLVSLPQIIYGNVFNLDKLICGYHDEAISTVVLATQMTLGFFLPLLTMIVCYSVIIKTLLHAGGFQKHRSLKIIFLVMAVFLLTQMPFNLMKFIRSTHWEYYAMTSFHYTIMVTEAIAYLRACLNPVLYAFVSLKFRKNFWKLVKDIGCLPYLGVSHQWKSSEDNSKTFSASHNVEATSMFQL
Gli-Sufu antag – blocks Gli-Sufu signaling in a luciferase reporter; Sufu-KO-LIGHT fibroblasts, Gli luciferase reporter luminescence; inhibition, % at 5 µM; 0.74% of 340,000 active; AID 588413;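 active means inhibition above about 55%, limit read from the data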;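 further: 0% = DMSO-treated cells and 100% = wells with medium but no cells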
Mdm2-MdmX inh – inhibitors of human Mdm2/MdmX interaction; 3% of 330,000 active; SaOS-2 split-luciferase Mdm2/MdmX complementation, luminescence; inhibition, % at 8 µM; O15151+Q00987;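 active means inhibition of at least 50% at 8 µM in the primary screen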
EBI2 block – EBI2 (human) antagonism; P32249; inhibition, % at 5 µM; EBI2 beta-arrestin recruitment, luminescence, 7a,25-OHC stimulated; 0.81% of 360,000 active; in the data active means inhibition above about 38%;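 further: enzyme fragment complementation signal reports receptor beta-arrestin coupling in cells; 0% = agonist plus DMSO wells and 100% = wells without agonist; some results beyond the cut were filed as inactive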
Target sequence (P32249 whole entry, looked up, the tested form may be a part): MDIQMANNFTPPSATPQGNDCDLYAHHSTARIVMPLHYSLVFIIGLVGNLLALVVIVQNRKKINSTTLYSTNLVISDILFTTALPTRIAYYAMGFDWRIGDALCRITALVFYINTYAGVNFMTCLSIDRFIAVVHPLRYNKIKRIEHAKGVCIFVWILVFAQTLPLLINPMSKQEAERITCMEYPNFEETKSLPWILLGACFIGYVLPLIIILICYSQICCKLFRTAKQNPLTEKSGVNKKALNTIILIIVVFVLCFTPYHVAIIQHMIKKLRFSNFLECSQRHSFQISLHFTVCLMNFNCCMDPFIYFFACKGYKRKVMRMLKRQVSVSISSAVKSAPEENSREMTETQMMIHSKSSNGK
697 NFkB inh – lowers PMA/ionomycin-induced NF-kB signal in 697 B cells | 697 B-cell NF-kB luciferase reporter, 16 h | inhibition, % at 4 µM | 0.33% of 330,000 active | AID 435022; in the data active means inhibition above about 35%
UPR XBP1 act – adaptive UPR (XBP1) activation | activation, % at 20 µM | AID 463104 | CHO-XBP1 luciferase reporter, IRE1-XBP1 UPR activation, luminescence; percent of tunicamycin response, DMSO as zero | 0.33% of 330,000 active;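 active means versus positive control, 20 µM dose yields 30% or more activation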;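 further: 100% = tunicamycin at 10 µg/mL and 0% = DMSO only wells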
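Assay system: IRE1-XBP1 luciferase reporter CHO line. Input: 1000 cells/well. Buffer or medium: F12 with 10% serum. Doses: 20 µM, 1% DMSO. Times: overnight seeding at 37 °C, 6 h compound treatment at 37 °C. Technique: Steady-Glo luciferase glow luminescence, 10 min after reagent addition.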
Jurkat NFkB inh – lowers PMA/ionomycin-induced NF-kB signal in Jurkat cells | PMA/ionomycin-induced NF-kB luciferase reporter, luminescence | inhibition, % at 4 µM | 0.53% of 330,000 active; in the data active means inhibition above about 50%
CHOP UPR activ – apoptotic UPR (CHOP) activation. CHO-CHOP luciferase reporter, luminescence; percent of tunicamycin response over DMSO baseline. activation, % at 10 µM. 0.34% of 330,000 active;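 active means at 10 µM dose, activation of 40% or more, normalized to positive control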;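 further: 100% = tunicamycin at 10 µg/mL and 0% = DMSO alone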
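System: CHO-CHOP luciferase reporter cell line | Buffer or medium: F12 medium containing 10% fetal bovine serum | Doses: One dose, 10 µM in 0.5% DMSO | Times: 6 h compound exposure at 37 °C after overnight seeding | Signal: Luciferase luminescence | Read-out: % activation vs tunicamycin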
CCR6 antagonist – antagonists of human CCR6 receptor. CHO-K1 CCR6 PathHunter beta-arrestin, luminescence, CCL20-stimulated. inhibition, % at 20 µM. 0.49% of 340,000 active. AID 493098;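 active means compounds whose inhibition of the agonist-driven luminescence signal at 20 µM reaches about 50%, limit read from the data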;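 further: cells stimulated with CCL20 at 14 nM final; plate controls were DMSO with CCL20 for no effect and DMSO without agonist for full effect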
Target sequence (P51684 whole entry, looked up): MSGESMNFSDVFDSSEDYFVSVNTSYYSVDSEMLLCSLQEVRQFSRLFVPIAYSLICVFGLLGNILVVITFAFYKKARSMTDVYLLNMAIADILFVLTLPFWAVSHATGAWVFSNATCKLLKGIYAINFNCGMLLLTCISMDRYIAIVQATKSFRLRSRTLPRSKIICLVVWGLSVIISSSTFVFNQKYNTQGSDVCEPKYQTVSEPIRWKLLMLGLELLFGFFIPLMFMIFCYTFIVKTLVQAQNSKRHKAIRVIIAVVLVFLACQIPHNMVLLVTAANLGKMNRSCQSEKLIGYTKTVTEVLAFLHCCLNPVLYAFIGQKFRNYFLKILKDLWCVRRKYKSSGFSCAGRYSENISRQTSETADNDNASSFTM
* marks the source's active call; other numbers are inactive results; nt = no result given.

Every second line gives: CXCR6 inh | Gli-Sufu antag | Mdm2-MdmX inh | EBI2 block | 697 NFkB inh | UPR XBP1 act | Jurkat NFkB inh | CHOP UPR activ | CCR6 antagonist
> COc1ccc(NC(=O)COC(=O)CCC(=O)c2cccs2)cc1OC
 : -2.7 | 5.0 | -0.5 | -7.7 | 11.2 | 0.8 | 4.2 | 0.2 | -8.4
> CCOc1ccc(CN(C)C(=O)c2cccc(S(=O)(=O)N3CCCC3)c2)cc1OC
 : 5.4 | -4.4 | -30.5 | -5.0 | -2.7 | -2.9 | -12.8 | -1.7 | 8.0
> COc1cc(OC)cc(C(=O)/C=C2\Sc3ccccc3N2C)c1
 : 2.9 | -14.7 | -56.0 | -3.4 | -18.3 | -0.1 | -32.6 | 6.9 | -1.6
> COC(=O)COc1ccc(/C=C2/SC(=O)N(CC(=O)N3CCCC3)C2=O)cc1Br
 : -0.5 | -5.4 | 56.0* | -11.0 | 1.8 | 0.7 | -14.5 | -0.6 | 20.2
> COCCC1CCCCN1C(=O)c1cccc(OC2CCN(C3CCCC3)CC2)c1 (configuration not stated)
 : -2.9 | 18.3 | 5.1 | -0.1 | 9.9 | -2.7 | -12.4 | 0.4 | 6.0
> O=Cc1ccccc1-n1cccn1
 : -2.5 | 1.1 | -9.3 | -10.8 | 5.3 | -2.1 | 4.6 | -1.3 | 5.8
> CCN(CC)C(=O)CS(=O)CC(=O)Nc1cc(OCCOC)c(Cl)cc1Cl (configuration not stated)
 : -10.9 | -3.5 | -5.3 | 3.5 | -3.5 | -3.9 | 6.9 | -1.0 | 16.2
> CCCC(=O)Nc1ccc2c(c1)C(=O)N(CCC(=O)O)C2=O
 : -7.4 | -1.4 | 12.8 | 2.7 | 2.0 | 1.2 | 2.5 | 0.0 | 2.6
> Cc1cccc(-c2nc(CS(=O)CC(=O)NCc3cccs3)c(C)o2)c1 (configuration not stated)
 : 8.6 | -2.4 | 16.6 | -4.3 | 9.1 | -1.8 | 12.2 | 0.8 | 3.9
> CCOC(=O)c1ccc(N2C(=O)CC(N3CCN(C(=O)c4ccccc4)CC3)C2=O)cc1 (configuration not stated)
 : 4.6 | 0.6 | -30.3 | 0.3 | 12.7 | 0.9 | -3.4 | -1.3 | 10.9
> CC1CCN(S(=O)(=O)c2ccc(C(=O)Nc3nnc(-c4ccncc4)o3)cc2)CC1
 : -0.4 | -8.1 | 22.1 | -4.1 | -12.9 | 3.2 | -5.6 | 0.7 | 4.8
> CCOC(=O)C1CCCc2c1[nH]c1ccc(Cl)cc21 (configuration not stated)
 : 2.8 | 5.0 | 16.2 | 4.5 | -426.6 | -1.7 | -26.7 | -1.1 | 4.0
> C[C@H](CO)N1C[C@H](C)[C@@H](CN(C)C(=O)Nc2ccc3c(c2)OCO3)Oc2c(NC(=O)Nc3ccccc3)cccc2C1=O
 : -14.2 | -0.9 | 22.6 | -5.4 | 21.9 | -3.2 | -0.8 | 2.3 | -3.2
> O=C(NNC(=O)c1ccccc1F)C1=NN(c2ccccc2)C(=O)CC1
 : -0.8 | -4.7 | 20.3 | -1.6 | -2.3 | -3.2 | -4.0 | 0.5 | 10.5
> Cc1ccc(N(C(=O)CNC(=O)c2ccco2)C(C(=O)NC2CCCC2)c2cccnc2)c(C)c1 (configuration not stated)
 : -3.2 | -11.4 | -2.3 | 6.9 | 2.0 | -1.7 | -16.6 | -0.6 | 8.6
> COc1ccc(Cl)cc1/C=C/c1ccc2cccc(O)c2n1
 : 18.7 | 7.2 | 50.2* | -6.4 | -26.7 | 16.9 | -10.5 | 8.3 | 38.4
> Cc1cccc(OCC(=O)Nc2cccc(C(=O)NCC(C)C)c2)c1
 : -6.3 | 5.8 | 34.9 | 1.3 | 0.4 | -2.9 | -3.2 | 1.5 | 6.2
> Cc1nn(CC(=O)N2CCN(C(=O)c3ccco3)CC2)c(C)c1[N+](=O)[O-]
 : -1.1 | 1.4 | 15.6 | 0.9 | 0.9 | -3.5 | -0.5 | 0.3 | 12.2
> Cc1cccc(NC(=O)CCC(=O)N/N=C/c2cccnc2)c1
 : -5.4 | -5.7 | 26.6 | -0.1 | 4.8 | -5.0 | 11.4 | 2.1 | -2.6
> COc1ccc2oc(=O)c(C(C)=O)cc2c1
 : 0.1 | -0.9 | 31.6 | -6.3 | 16.0 | -1.9 | -10.3 | -1.1 | -4.2

Following part.
Molecule	CXCR6 inh	Gli-Sufu antag	Mdm2-MdmX inh	EBI2 block	697 NFkB inh	UPR XBP1 act	Jurkat NFkB inh	CHOP UPR activ	CCR6 antagonist
COc1ccc(S(=O)(=O)NCc2ccccn2)c(C)c1C	-10.9	-8.6	4.7	-0.8	-9.3	-3.1	-22.8	2.1	18.0
Cc1cc(C)n(-c2ccc(C(=O)OC(C)C(=O)Nc3ccc(C(N)=O)cc3)cc2)n1 (configuration not stated)	-4.0	nt	15.8	8.0	14.6	1.3	2.1	0.6	12.2
c1ccc(-c2cc(-c3nnco3)c3ccccc3n2)nc1	-4.2	-11.6	17.6	-3.3	9.8	2.8	-9.4	1.0	-0.1
C=CCSc1nnc(-c2ccccc2NC(=O)CC)c(=O)[nH]1	-3.1	0.8	15.8	-1.2	17.4	-1.4	-6.3	-1.5	-5.3
COC(=O)CSc1nc2c(c(=O)n(C)c(=O)n2C)n1CCC(C)C	6.1	19.4	3.1	6.1	6.8	-0.8	-0.7	-1.4	5.9
Cc1nn(CCCC(=O)NCCc2ccccc2)c(=O)c2nccn12	5.9	-6.3	-33.7	-1.9	-16.5	0.1	10.7	0.3	3.4
C=CCNc1nc(C(=O)OCC(=O)c2ccccc2)cs1	102.6*	-27.0	-9.6	-10.7	-33.5	-4.5	-10.6	1.5	0.4
COC(=O)c1ccc(-c2ccco2)n1Cc1nc(-c2ccc(OC)c(OC)c2)oc1C	0.5	3.0	23.0	18.8	16.4	-5.3	-6.9	-1.4	20.9
CS(=O)(=O)c1ccc2nc(NC(=O)Nc3ccc(Cl)cc3)sc2c1	1.7	-2.8	50.1*	-7.5	6.4	1.6	1.4	5.9	2.3
Cc1ccc(NC(=S)N2CCCC2)cc1Cl	10.0	-3.8	11.2	-9.0	-4.1	-1.4	-23.0	-0.5	7.5
COc1ccc(NS(=O)(=O)c2cccc(Cl)c2)cc1S(=O)(=O)N1CCCCC1	-10.1	2.8	-0.8	-1.9	16.8	-0.9	-8.1	3.9	2.9
O=C(Nc1ccccc1)N1CCCC2CCCCC21 (configuration not stated)	-0.3	-4.6	-70.8	1.8	-22.6	2.5	-44.1	5.4	-1.0
COCCn1cnc2c1c(=O)[nH]c(=O)n2Cc1ccccc1	11.3	7.5	-10.6	3.3	-0.1	-1.1	-7.5	1.1	-5.8
CCOc1ccccc1-c1nnc(SCC(=O)Nc2ccccc2)o1	1.1	14.4	-16.3	0.3	-11.6	-2.7	9.0	-2.0	29.1
CCCNc1ccc(S(=O)(=O)N(CC)CC)cn1	-9.8	-2.5	0.9	-1.5	10.1	-0.1	-9.7	2.1	-5.7
CC(=O)c1cccc(NC(=O)c2ccc(CN3CCc4ccccc4C3)cc2)c1	-0.6	43.5	-2.0	4.3	-39.1	-3.4	-13.7	1.9	5.7
O=C(Nc1ccc(-c2ccc3nncn3n2)cc1)C1CCCCC1	-2.3	18.6	10.5	-2.8	-16.0	0.2	-10.2	2.1	-0.7
CCOC(=O)Cc1csc(NC(=O)CSc2nnc(Cc3csc(N)n3)n2C)n1	8.3	-3.4	-2.9	5.0	-9.5	0.0	5.0	-1.0	20.4
CCOCCCn1c(SCC(=O)Nc2oc(C)c3c(C)n[nH]c(=O)c23)nc2ccccc2c1=O	-1.2	-3.0	nt	4.5	nt	nt	nt	nt	16.4
COc1ccc(NC(=O)CSc2nc3ccccc3nc2N2CCCC2)c(OC)c1	7.2	-4.0	27.3	6.0	-5.8	0.8	-4.2	-1.5	4.2
COc1ccc(C(=O)Cc2ccc(OC)c(OC)c2)cc1	-8.4	-31.2	-11.7	3.0	-34.5	-2.6	-17.8	3.5	11.8
Cc1ccc(N2CC(C(=O)N3CCN(c4ccccc4)CC3)CC2=O)cc1 (configuration not stated)	0.6	5.5	11.2	-1.6	-5.7	-0.4	-3.7	-0.1	6.5
COc1c(F)c(F)c(C(=O)O)c(Nc2ccccc2)c1F	0.3	6.0	-5.0	-6.2	23.8	-0.9	5.3	-1.6	-1.6
O=C(C[C@H]1C[C@H](C(=O)N2CCOCC2)[C@@]2(CCC3CCCC3)c3[nH]c4cc(-c5ccco5)ccc4c3CCN2C1=O)NCCC1=CCCCC1	0.3	0.2	42.3	16.8	0.8	9.0	nt	5.8	22.8
Cc1ccc(OCC(=O)NCCCNC(=O)c2ccccn2)cc1	11.9	-7.0	-8.0	-9.2	-11.3	-1.8	-13.1	-0.9	0.4
Cc1csc(NC(=O)CSc2ncn(-c3ccccc3)n2)n1	3.6	-4.6	8.9	-4.5	-14.6	-2.4	-8.9	-0.3	-2.1
CC1CN(c2nc3c(c(=O)n(C)c(=O)n3C)n2Cc2c(Cl)cccc2Cl)CC(C)O1 (configuration not stated)	-9.5	2.8	-10.0	3.4	-18.5	-1.5	-1.2	-1.8	14.8
CCOc1ccc(-c2csc(NC(=O)c3ccc(S(=O)(=O)N4CCc5ccccc5C4)cc3)n2)cc1	9.5	7.2	3.1	6.9	-38.9	-2.3	5.2	4.0	21.8
CC(C)C(C(=O)NCc1ccco1)N(C(=O)CNS(=O)(=O)c1ccc(Cl)cc1)C1CCCC1 (configuration not stated)	13.3	-0.9	-11.9	7.4	8.9	-2.3	-10.2	1.8	-7.2
Cc1ccc(NC(=O)Nc2nc3ccccc3s2)cc1NC(=O)Nc1nc2ccccc2s1	-3.2	-8.5	23.1	-3.3	-29.4	0.3	-44.2	1.8	-7.1
Cc1cc(C)nc(SCCS(=O)(=O)Cc2ccccc2)n1	-1.3	0.9	29.6	2.7	22.3	-2.7	-0.5	0.5	2.0
Cc1cc([N+](=O)[O-])nn1CC(=O)Nc1ccccn1	-4.5	-6.8	-24.5	-5.9	4.1	1.6	-4.6	-1.1	10.0
CCc1cccc2cc3c(N)c(C(=O)Nc4ccc(S(=O)(=O)N5CCCC5)cc4)sc3nc12	0.4	-32.5	nt	21.6	nt	nt	nt	nt	22.8
O=C(Nc1ncccn1)c1ccc([N+](=O)[O-])cc1	-9.7	-4.7	-0.6	-9.6	10.8	-2.1	-2.9	-1.9	-3.8
O=C(COc1ccc([N+](=O)[O-])cc1Cl)NCC1CCCO1 (configuration not stated)	1.6	-0.8	-37.5	-2.7	-8.5	6.2	-13.8	0.9	-7.2

A portion from the list above, for reference:
Molecule	CXCR6 inh	Gli-Sufu antag	Mdm2-MdmX inh	EBI2 block	697 NFkB inh	UPR XBP1 act	Jurkat NFkB inh	CHOP UPR activ	CCR6 antagonist
Cc1ccc(NC(=O)Nc2nc3ccccc3s2)cc1NC(=O)Nc1nc2ccccc2s1	-3.2	-8.5	23.1	-3.3	-29.4	0.3	-44.2	1.8	-7.1
Cc1cc(C)nc(SCCS(=O)(=O)Cc2ccccc2)n1	-1.3	0.9	29.6	2.7	22.3	-2.7	-0.5	0.5	2.0
Cc1cc([N+](=O)[O-])nn1CC(=O)Nc1ccccn1	-4.5	-6.8	-24.5	-5.9	4.1	1.6	-4.6	-1.1	10.0
